HP1b chromo inh – blocks HP1-beta chromodomain binding to methylated histone tails; AlphaScreen HP1-beta / biotin-H3K9me3 peptide binding; Potency, µM (series often up to 114 µM), without a hit: at the top dose activity change, negative = inhibition, hits mostly inhibitors; P83916; 390,000 compounds, 0.56% hits; AID 540317; further: potency means the concentration at half of the fitted maximal effect; nearly all actives have a fitted effect of over 70% in size; inactives centre near 23
Target sequence (P83916 whole entry, looked up): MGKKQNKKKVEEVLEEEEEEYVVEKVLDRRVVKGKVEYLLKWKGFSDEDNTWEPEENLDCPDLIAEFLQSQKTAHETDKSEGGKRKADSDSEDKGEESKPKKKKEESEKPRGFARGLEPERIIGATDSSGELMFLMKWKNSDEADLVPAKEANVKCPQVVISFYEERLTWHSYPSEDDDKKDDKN
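Compound inhibition of the preformed complex between 50 nM HP1-beta and 50 nM biotinylated H3K9me3 peptide was read by AlphaScreen. Buffer was PBS pH 7.4 with 0.01% Tween-20. Incubations ran 30 min at room temperature, with 10 ug/mL donor/acceptor beads.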
USP1 inh – USP1/UAF1 (human) deubiquitinase inhibition | recombinant USP1/UAF1, Ub-Rhodamine cleavage fluorescence | Potency, µM (titrated, usually from 57.1 µM), for inactives: at the highest dose activity change, negative = inhibition, hits mostly inhibitors | 390,000 compounds, 0.23% hits | AID 743255; further: potency means the concentration at half of the fitted maximal effect; on the % scale 0 is the no-effect control and ±100 the full control effect; nearly all actives have a fitted effect of over 60% in size; inactives centre near -12
Target sequence (O94782 whole entry, looked up): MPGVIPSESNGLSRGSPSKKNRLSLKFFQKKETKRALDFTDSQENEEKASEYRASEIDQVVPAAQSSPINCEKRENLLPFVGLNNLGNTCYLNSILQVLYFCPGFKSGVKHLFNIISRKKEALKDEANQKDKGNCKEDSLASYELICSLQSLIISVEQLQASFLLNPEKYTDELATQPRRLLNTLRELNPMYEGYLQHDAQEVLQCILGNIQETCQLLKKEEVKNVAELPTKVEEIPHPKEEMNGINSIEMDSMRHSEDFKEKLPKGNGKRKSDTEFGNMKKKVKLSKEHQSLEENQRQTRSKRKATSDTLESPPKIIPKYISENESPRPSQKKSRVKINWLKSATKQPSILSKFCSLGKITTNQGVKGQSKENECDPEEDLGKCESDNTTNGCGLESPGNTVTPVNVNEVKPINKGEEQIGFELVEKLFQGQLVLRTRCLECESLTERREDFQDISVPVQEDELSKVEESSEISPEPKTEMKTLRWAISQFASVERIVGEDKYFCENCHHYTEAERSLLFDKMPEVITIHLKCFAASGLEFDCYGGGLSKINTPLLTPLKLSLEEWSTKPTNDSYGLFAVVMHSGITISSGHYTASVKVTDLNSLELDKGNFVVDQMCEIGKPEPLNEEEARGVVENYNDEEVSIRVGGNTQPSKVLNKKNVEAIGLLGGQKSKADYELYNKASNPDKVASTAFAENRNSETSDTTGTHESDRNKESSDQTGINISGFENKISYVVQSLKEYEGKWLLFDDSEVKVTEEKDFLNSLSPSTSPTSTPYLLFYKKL
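USP1/UAF1 complex (1 nM) preincubated 15 min at room temperature with compound, then Ub-Rho substrate (150 nM final) added. Kinetic fluorescence at 480/540 nm over 6 reads at 60 s intervals; 50 mM HEPES pH 7.8, 0.5 mM EDTA, 0.1 mg/ml BSA, 1 mM TCEP, 0.01% Tween-20.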
TrxR1 inh – rat TrxR1 inhibition; O89049; recombinant rTrxR1, NADPH fluorescence consumption, selenite substrate; Potency, µM (doses to about 114 µM), inactives show top-dose activity change, negative = inhibition, actives largely listed as inhibitors; 390,000 compounds, 1% hits; AID 588453; further: potency means the concentration at half of the fitted maximal effect; on the % scale 0 is the no-effect control and ±100 the full control effect; nearly all actives have a fitted effect of over 65% in size
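Rat TrxR1 (90 nM in the dispensed reagent) was pre-reduced with 400 uM NADPH for 5 min at room temperature, then incubated with compound for 15 min. After 400 uM selenite was added, NADPH fluorescence (Ex 340/Em 450 nm) was followed for 8 min.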
GLS inhibitor – glutaminase GLS (human) inhibition; GLS enzymatic activity, qHTS titration; AID 624170; 410,000 compounds, 0.21% hits; O94925; Potency, µM (titrated, usually from 45.5 µM), for inactives: top-dose activity change, negative = inhibition, most hits filed as inhibitors; further: potency means the concentration at half of the fitted maximal effect; on the % scale 0 is the no-effect control and ±100 the full control effect
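Two-point fluorescence kinetic (t0, 30 min RT) for hKGA; glutamate detected via glutamate oxidase–HRP–Amplex Red. Substrate: 1 mM L-glutamine solution; buffer 45 mM KH2PO4, pH 8.2.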
TrxR1 substrate – is turned over as a substrate by rat TrxR1; O89049; purified TrxR1 substrate turnover, NADPH consumption readout; Potency, µM (highest dose often 114 µM), inactives show at the highest dose activity change, negative = substrate turnover; 390,000 compounds, 0.01% hits; AID 588456; further: potency means the concentration at half of the fitted maximal effect; on the % scale 0 is the no-effect control and ±100 the full control effect; nearly all actives have a fitted effect of over 50% in size
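Rat TrxR1, dispensed at 90 nM, was prereduced with 400 uM NADPH (final) for 5 min at ~22 deg C, then incubated with compound 15 min before 400 uM selenite. A first-read NADPH fluorescence drop versus no-compound background flagged substrates.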
PI4K2A block – blocks human PI4K2A kinase activity; Q9BTU6; purified PI4K2A, ADP-Glo luminescence, 1 h; hits give low values; activity change, negative = inhibition, % at 76.9 µM; 420,000 compounds, 0.13% hits; in the data active means activity change below about -50%; inconclusive means mostly about -30% to -49%;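 further: -100% = wells without enzyme as full effect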
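In this quantitative HTS, ADP production by PI4K2A was quantified luminescently after 1 h at ambient temperature; 100 microM adenosine served as plate-quality control.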
PGK inhibitor – T. brucei PGK inhibition; P07378; PGK/GAPDH coupled, Kinase-Glo luminescence, 60 min; Potency, µM (highest dose often 57.5 µM), inactives show at the top dose activity change, negative = inhibition, hits mostly inhibitors; 380,000 compounds, 0.043% hits; further: potency means the concentration at half of the fitted maximal effect; on the % scale 0 is the no-effect control and ±100 the full control effect; nearly all actives have a fitted effect of over 60% in size
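Recombinant glycosomal PGK reaction used 1,3-bisphosphoglycerate generated in-well by GAPDH (100nM final) in 100mM TEA pH 7.6, 5mM MgCl2, 0.01% Tween-20. After 60 minutes at room temperature, ATP was read by Kinase-Glo Plus luminescence end-point.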
Pin1 inhibitor – inhibitors of human Pin1 | 390,000 compounds, 0.009% hits | Pin1 FP peptide displacement, HiFluor488, 10 min | Potency, µM (doses to about 115 µM), inactives show at the top dose activity, negative = inhibition, most hits filed as inhibitors | Q13526 | AID 504891; active means well fitted inhibition curve with a large enough effect in the polarisation, with a control signal flat, not every such curve was filed as active; inconclusive means small, poorly fitted or top-dose-only effect, or effect the other way, or a change in a side signal; inactive means no such curve, though single readings can be large or run the other way; the % refers to the polarisation; further: potency means the concentration at half of the fitted maximal effect; on the % scale 0 is the no-effect control and ±100 the full control effect
IDH1 R132H inh – blocks human mutant IDH1 R132H enzyme; IDH1-R132H enzyme, NADPH consumption, diaphorase/resazurin fluorescence; Potency, µM (doses to about 76.6 µM), for the others: at the top dose activity change, negative = inhibition, actives largely listed as inhibitors; 390,000 compounds, 0.093% hits; AID 602179; O75874; further: potency means the concentration at half of the fitted maximal effect; on the % scale 0 is the no-effect control and ±100 the full control effect; nearly all actives have a fitted effect of over 65% in size
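IDH1-R132H (0.5 ug/mL) preincubated 30 min with compound, then NADPH (0.016 mM) and alpha-KG (2 mM) added; 80 min at RT, pH 7.5. Remaining NADPH coupled via diaphorase/resazurin to fluorescence (540/590 nm); concentration-response curves normalized to no-enzyme control.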
The depositor's hits bear a star; i = inactive; u = inconclusive; x = not tested or not shown; & = joins results of further samples; [ ] = another dose, or the depositor's remark. Unless noted, the call rests on the fitted dose curve; in most records, active means well fitted curve in the direction sought with a large enough effect; inconclusive means small, poorly fitted or top-dose-only effect, or another doubt; inactive means no such curve, though single readings can be large; an effect the other way counts as inactive or inconclusive. An excerpt, so the mix of outcomes need not match the whole.

SMILES	HP1b chromo inh	USP1 inh	TrxR1 inh	GLS inhibitor	TrxR1 substrate	PI4K2A block	PGK inhibitor	Pin1 inhibitor	IDH1 R132H inh
COCCNC(=S)Nc1ccc2nc(N3CCN(C)CC3)cc(C)c2c1	15.2%	-11.7%	u	37.2%	9.8%	0.3	-2.5%	-5.6%	16.1%
O=C(NC1CCCCC1)c1ccc(Cn2cc(Cl)cn2)cc1	17.8%	-13.1%	4.7%[57.1 µM]	-5.6%	-1.5%[57.1 µM]	-2.6	1.1%	u	2.9%
CSc1ccc(Cn2nnc(C(=O)Nc3ccc(C)c(C)c3)c2N)cc1	24.2%	-8.0%	44.3%[activator][57.1 µM]	2.8%	19.3%[57.1 µM]	-1.7	-0.6%	-6.0%	-4.8%
COc1ccc(-c2cc(C(C)=O)c(C)n2CCC(=O)Nc2ccc(C)cc2Cl)cc1	40.3%[activator]	-24.6%	11.5%[57.1 µM]	0.2%	0.3%[57.1 µM]	0.8	5.7%	-1.4%	-12.0%
CCn1c(=NC(=O)CN2C(=O)CCC2=O)sc2c(C)cc(C)cc21	36.2%	-12.0%	6.3%[57.1 µM]	-2.6%	3.9%[57.1 µM]	-2.8	-3.3%	3.3%	11.5%
CCN(CC1CCCN(CCc2cccc(OC)c2)C1)C(=O)c1ccoc1 (centres undefined)	8.5%	-12.5%	-8.4%	4.4%	-8.5%	-2.9	i	-3.9%	1.0%
Cc1ccc(Cc2nc(-c3cccc(C)c3)no2)cc1	146.6%[activator]	-15.1%	2.0%	0.8%	3.2%	-0.5	x	1.0%	2.5%
Cc1ccc(-c2csc(N3CCC[C@@H]3C(=O)NCCn3c(C(F)(F)F)nc4ccccc43)n2)cc1	-14.1%	u	11.3%	4.4%	7.7%	-3.0	-7.7%	5.9%	20.5%
Cc1csc(NC(=O)c2cc(C)oc2C)n1	-13.9%	-9.4%	-3.0%[57.1 µM]	-5.9%	0.6%[57.1 µM]	-8.3	-0.2%	13.1%	2.9%
COc1ccc(C2CCN(Cc3cccnc3)CC2O)cc1 (centres undefined)	25.7%	-15.4%	-4.8%	-8.7%	-4.5%	-13.7	-4.7%	-4.8%	10.2%
COc1cc2c(cc1NC(=O)CN1CCN(S(=O)(=O)c3ccc(C)cc3)CC1)oc1ccccc12	23.1%	-15.9%	-5.2%	-4.0%	4.7%	1.2	2.7%	4.5%	2.7%
CC1CN(C(=O)COC(=O)c2cc(=O)c3ccccc3o2)CC(C)O1 (centres undefined)	44.3%[activator]	-5.2%	16.9%[57.1 µM]	-14.7%	-15.9%[57.1 µM]	8.0	-9.5%	-2.3%	11.7%
CCNC(=O)N1C[C@H]2CON(C)[C@H]2C[C@H]1c1ccccc1Br	x	-13.8%	x	-0.1%	x	-3.3	0.1%	x	-3.8%
Oc1ccc(C[C@@H]2CNC(=S)N2CCc2cc(C(F)(F)F)cc(C(F)(F)F)c2)cc1	40.1%[activator]	u	14.6%[57.1 µM]	11.2%	-2.7%[57.1 µM]	-2.1	8.2%	u	-2.6%
Cc1c(-n2c(CN3C(=O)c4ccccc4C3=O)nc3ccccc3c2=O)c(=O)n(-c2ccccc2)n1C	18.4%	-7.6%	15.4%[57.1 µM]	-9.0%	-3.0%[57.1 µM]	3.2	-1.0%	-3.6%	10.6%
CCOc1ccc(S(=O)(=O)Nc2ccc3oc4c(c3c2)CC(C)CC4)cc1 (centres undefined)	7.2%	-20.0%	37.2%[activator]	4.8%	3.2%	-0.9	8.7%	u	-1.0%
Cc1cc(=O)[nH]c(SCC(=O)NC2CCCc3ccccc32)n1 (centres undefined)	41.4%[activator]	-22.4%	46.5%[activator]	-3.4%	16.8%	-3.3	-2.4%	-1.6%	-0.8%
Cc1ccc(-c2cnc3cc(C)nn3c2)cc1	46.3%[activator]	-19.0%	32.4%[57.1 µM]	0.1%	64.3%	-8.4	-7.1%	2.9%	8.3%
COc1ccc(CCN(C)C2CCCN(S(=O)(=O)c3ccc(C)cc3)C2)cc1OC (centres undefined)	7.4%	-10.6%	11.8%	3.5%	7.5%	-0.5	-4.5%	-1.7%	2.3%
Cc1ccc(OCC(=O)Nc2ccccc2N2CCCC2)c(C)c1	12.7%	u	23.1%	3.6%	10.6%	-5.0	i	5.4%	0.0%

Continued:
SMILES	HP1b chromo inh	USP1 inh	TrxR1 inh	GLS inhibitor	TrxR1 substrate	PI4K2A block	PGK inhibitor	Pin1 inhibitor	IDH1 R132H inh
CCOc1ccccc1NC(=O)Cn1c(=O)oc2ccccc21	30.1%&22.8%	-3.5%&-22.4%	19.8%	1.5%&7.5%	0.8%	4.6&-0.3	-1.1%&-7.4%	-0.2%&-4.9%	2.6%&-3.6%
Cc1ccc2c(c1)CCCN2C(=O)CSc1ccccc1	83.1%[activator]	-17.0%	7.0%	21.5%	-1.1%	2.9	-3.2%	3.2%	24.5%
Cc1cc(C)cc(Oc2coc3cc(O)ccc3c2=O)c1	33.2%	-11.9%	12.0%	2.8%	9.6%	3.2	-2.0%	-9.0%	4.4%
O=[N+]([O-])c1cc(Br)c2c(c1)CCN2	x	-21.0%	x	14.1%	x	1.7	-7.2%	x	3.1%
Cc1nnc(SCc2cc(=O)[nH]c(N3CCN(C)CC3)n2)s1	1.3%	-5.0%	10.6%	6.8%	5.4%	3.7	3.2%	6.2%	1.4%
COc1cc2c(cc1OC)-c1nc3ccccc3c(=O)n1C(C)(C)C2	12.7%	-14.4%	9.7%	3.8%	3.2%	0.4	-4.8%	1.3%	3.3%
CCCCNC(=O)C1C2C=CC3(CN(Cc4ccccc4Cl)C(=O)C13)O2 (centres undefined)	37.3%	-8.4%	-24.4%	-1.6%	-10.6%	2.7	-2.4%	0.8%	3.7%
FC(F)Oc1ccc(NC(=S)NN2CCOCC2)cc1	65.9%[activator]	-7.5%	-0.2%	10.8%	-3.5%	-1.6	-4.5%	0.9%	7.9%
Cc1cccc([C@@H](NC(=O)OC(C)(C)C)C(=O)OC(C)(C)C)c1	61.9%[activator]	u	-13.9%[57.1 µM]	1.1%	-4.8%[57.1 µM]	1.1	1.8%	u	2.7%
Cc1c(C)c(C)c(CO/N=C/c2cccs2)c(C)c1C	2.8%	-14.9%	u	1.8%	1.8%[11.4 µM]	0.7	8.1%	6.7%	2.3%
CCCC(=NC(C)CC)C1=C(O)CC(c2ccccc2)CC1=O (centres undefined)	61.5%[activator]	-13.0%	13.1%	3.7%	-0.3%	4.0	-3.1%	-7.5%	0.0%
CCSc1nnc2ccc(-c3cccs3)nn12	32.2%	4.5%	2.0%	1.8%	-6.2%	-1.1	-2.8%	-1.0%	-10.3%
Cn1c(CO)nc2cc(N)ccc21	8.6%	0.5%	20.5%	7.6%	10.9%	-4.4	x	-6.5%	-2.2%
CCC(C)[C@H](NC(=O)Nc1ccccc1F)C(=O)OC (some centres undefined)	19.3%	9.7%	-11.9%[57.1 µM]	1.7%	0.8%	-0.1	2.5%	4.6%	4.4%
CC(C)(C)c1cc(NC(=O)COC(=O)c2ccc(O)cc2O)n(-c2ccccc2)n1	27.1%	-22.0%	-9.0%	-3.7%	3.1%	0.3	3.2%	0.2%	2.2%
Cc1nnc(SCC(=O)Nc2ccc(S(N)(=O)=O)cc2)n(N)c1=O	19.8%	-3.5%	0.9%	-4.4%	-1.6%	1.4	-0.4%	65.8%[activator]	-0.4%
COc1ccc(CN2CCCC(CO)(Cc3ccc(F)cc3F)C2)cc1 (centres undefined)	32.6%	-23.6%	8.1%	1.2%	0.7%	-6.2	-6.2%	0.6%	3.8%
C=CCN=C1S/C(=C/c2cccc([N+](=O)[O-])c2)C(=O)N1CC=C	4.1%	-17.1%	6.7%	-3.8%	1.1%	7.5	-0.9%	1.4%	8.9%
Cc1cc(C)n2nc(CNS(=O)(=O)c3ccccc3)nc2n1	18.5%	-17.7%	-4.9%	0.6%	-0.5%	-7.8	-3.4%	-0.5%	27.1%
CC(C)O/N=C1\C(=O)N(c2ccccc2)c2ccccc21	4.2%	-24.2%	-1.3%	2.3%	40.4%[activator]	0.8	-10.2%	-7.5%	1.2%

An excerpt of these results, as labelled records:
Compound: COc1ccc(CN2CCCC(CO)(Cc3ccc(F)cc3F)C2)cc1 (centres undefined)
- HP1b chromo inh: 32.6%
- USP1 inh: -23.6%
- TrxR1 inh: 8.1%
- GLS inhibitor: 1.2%
- TrxR1 substrate: 0.7%
- PI4K2A block: -6.2
- PGK inhibitor: -6.2%
- Pin1 inhibitor: 0.6%
- IDH1 R132H inh: 3.8%
Compound: Cn1c(CO)nc2cc(N)ccc21
- HP1b chromo inh: 8.6%
- USP1 inh: 0.5%
- TrxR1 inh: 20.5%
- GLS inhibitor: 7.6%
- TrxR1 substrate: 10.9%
- PI4K2A block: -4.4
- PGK inhibitor: x
- Pin1 inhibitor: -6.5%
- IDH1 R132H inh: -2.2%
